A3A deaminase: APOBEC3A ssDNA deaminase inhibitors, primary screen, selectivity assay for APOBEC3G inhibitor project, biochemical, FAM/TAMRA oligo cleavage fluorescence | DNA dC->dU-editing enzyme APOBEC-3A (Homo sapiens), P31941 | recombinant A3A, FAM/TAMRA ssDNA deamination fluorescence | inhibition, % at 20 µM | 330,000 compounds, 0.41% hits | AID 493011, 2011;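 active = at least 40% inhibition at 20 µM here, with at most 30% in a related deaminase screen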;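 note: plate controls were A3A with DMSO for no effect and wells lacking A3A enzyme for full effect; some results filed as inactive read as strong as hits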
mIAP activ: activators of mouse IAP, primary screen, biochemical, luminescence, uHTS. muIAP, CDP-Star luminescence, 30 min; hits give high values; 1 = vehicle-only enzyme signal, 0 = enzyme-free wells. intestinal alkaline phosphatase [Mus musculus]. 330,000 compounds, 0.24% hits. activation factor at 10 µM. AID 2805, 2010;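 active = activation factor of at least 2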; note: the source names both 10 and 20 µM as test concentration; values of inactives mirror those of a sister screen read the other way
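Assay system: mouse IAP enzyme; reagent: chemiluminescent substrate CDP-Star; dosing: test compounds delivered from DMSO solution; schedule: 30 min at room temperature; measured by: luminescence from enzymatic CDP-Star hydrolysis; controls: DMSO-only wells and no-enzyme negative control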
HKDC1 inh: HKDC1 hexokinase inhibitors, primary screen, biochemical, fluorescence, uHTS | Q2TB90 | recombinant HKDC1, G6PDH/diaphorase resazurin coupled fluorescence | inhibition, % at 20 µM | 340,000 compounds, 0.16% hits;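 active = inhibition above about 35% when tested at 20 µM, limit read from the data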;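 note: plate controls were DMSO wells with enzyme for no effect and DMSO wells lacking enzyme for full effect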
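Test system: Recombinant HKDC1 (HK5) hexokinase enzyme, produced in-house | Input: HKDC1 at 5 µg/mL | Buffer or medium: Tris pH 8.0 buffer with MgCl2, Tween-20, BSA, BME | Schedule: 90 min reaction incubation at room temperature, dark | Technique: Resazurin-to-resorufin fluorescence via G6PDH and diaphorase coupling, 525/613 nm | Controls: DMSO wells with and without enzyme mix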
ATG4B inhibitor: ATG4B protease inhibitors, primary screen, biochemical, fluorescence, uHTS. Cysteine protease ATG4B (Homo sapiens), Q9Y4P1. ATG4B cleavage of LC3-PLA2, NBD-HPC fluorescence, 1 h. inhibition, % at 8.33 µM. 340,000 compounds, 0.51% hits; in the data active = inhibition above about 40%
Target sequence (Q9Y4P1 whole entry, looked up): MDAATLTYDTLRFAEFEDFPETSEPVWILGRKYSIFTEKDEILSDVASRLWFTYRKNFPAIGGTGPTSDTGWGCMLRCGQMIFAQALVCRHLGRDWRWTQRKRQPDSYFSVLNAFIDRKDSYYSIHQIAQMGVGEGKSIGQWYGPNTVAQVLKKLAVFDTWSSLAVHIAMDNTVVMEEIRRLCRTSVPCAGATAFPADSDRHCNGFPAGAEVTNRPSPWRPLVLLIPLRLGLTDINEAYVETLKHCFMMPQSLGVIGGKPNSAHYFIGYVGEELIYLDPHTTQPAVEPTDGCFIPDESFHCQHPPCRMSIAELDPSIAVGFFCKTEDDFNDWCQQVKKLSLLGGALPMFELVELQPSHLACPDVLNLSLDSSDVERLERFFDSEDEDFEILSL
mIAP inh: inhibitors of mouse IAP, primary screen, biochemical, luminescence, uHTS; purified mouse IAP, CDP-Star luminescence, 30 min; intestinal alkaline phosphatase [Mus musculus]; inhibition, % at 10 µM; 330,000 compounds, 0.2% hits;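 active = inhibition of at least 40% at 10 µM in the primary screen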;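 note: plate controls were DMSO with enzyme for no effect and no enzyme wells for full effect; values of inactives mirror those of a sister screen read the other way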
hIAP act: human IAP activators, primary screen, biochemical, luminescence, uHTS; Intestinal-type alkaline phosphatase (Homo sapiens), P09923; purified human IAP, CDP-Star luminescence, 30 min; hits give high values; 1 = vehicle-only enzyme, 0 = enzyme-free background; activation factor at 10 µM; 330,000 compounds, 0.16% hits; AID 2524, 2010;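 active = activation factor of the enzyme at least 2-fold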; note: the source names both 10 and 20 µM as test concentration; values of inactives mirror those of a sister screen read the other way
Target sequence (P09923 whole entry, looked up): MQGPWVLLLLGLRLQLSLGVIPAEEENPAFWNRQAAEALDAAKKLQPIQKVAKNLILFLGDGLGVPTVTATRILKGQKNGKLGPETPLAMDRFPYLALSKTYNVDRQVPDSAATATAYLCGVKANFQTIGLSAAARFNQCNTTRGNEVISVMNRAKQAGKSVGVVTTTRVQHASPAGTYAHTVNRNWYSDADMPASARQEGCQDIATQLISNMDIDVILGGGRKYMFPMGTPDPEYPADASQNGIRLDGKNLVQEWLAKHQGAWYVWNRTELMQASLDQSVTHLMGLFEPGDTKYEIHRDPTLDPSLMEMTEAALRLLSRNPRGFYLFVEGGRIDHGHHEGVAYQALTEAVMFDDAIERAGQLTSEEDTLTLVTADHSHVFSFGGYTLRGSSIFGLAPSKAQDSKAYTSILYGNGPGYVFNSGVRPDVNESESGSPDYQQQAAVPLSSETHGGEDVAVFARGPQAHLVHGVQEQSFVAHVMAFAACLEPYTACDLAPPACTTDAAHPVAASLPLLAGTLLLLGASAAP
hIAP inh: human IAP inhibitors, primary screen, biochemical, luminescence, uHTS. 330,000 compounds, 0.12% hits. purified IAP, CDP-Star luminescence, 30 min. Intestinal-type alkaline phosphatase (Homo sapiens), P09923. inhibition, % at 10 µM;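 active = inhibition reaching a set limit with compound at 10 µM in the primary screen, cut at about 35% in these data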;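 note: plate controls were DMSO wells with enzyme for no effect and no-enzyme buffer wells for full effect; values of inactives mirror those of a sister screen read the other way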
PfG6PD inh: PfG6PD enzyme inhibitors, primary screen, biochemical, fluorescence intensity, uHTS; inhibition, % at 20 µM; 350,000 compounds, 0.78% hits; PfGluPho enzyme, NADPH resazurin-diaphorase fluorescence; glucose-6-phosphate dehydrogenase-6-phosphogluconolactonase (Plasmodium falciparum 3D7);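 active = inhibition reaching at least a set limit at 20 µM in the primary screen, cut at about 59% in these data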;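 note: 0% = DMSO wells with substrate and 100% = DMSO wells lacking glucose-6-phosphate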
The depositor's hits bear a star; . = not tested or not shown.

item	compound	A3A deaminase	mIAP activ	HKDC1 inh	ATG4B inhibitor
1	O=C(O)CN1C(=O)N/C(=C\c2cccn2-c2ccc(P(=O)(O)O)cc2)C1=O	6	1	-5	7
2	O=C(CCC(=O)N1CCN(c2ccccn2)CC1)Nc1nnc(C(F)(F)F)s1	-3	0.95	-5	-1
3	CCc1ccc(C2C(=O)c3ccccc3C2=O)cc1	-5	0.93	0	5
4	CCC1(c2ccc(F)cc2)NC(=O)N(CC(=O)N2c3ccccc3NC(=O)C2(C)C)C1=O (stereo not given)	10	0.95	0	-1
5	Cc1ccc(N(CCC(=O)NC(C)(C)C)S(=O)(=O)c2ccc(C)cc2)cc1	-4	0.93	-6	-14
6	Cc1cc(Cl)c(O)c(-n2nc3ccccc3n2)c1	-2	1.1	-7	-4
7	COc1ccc(N2CCN(C(=S)Nc3cc(C)ccc3C)CC2)cc1	-1	1	11	-3
8	Cc1nn(C)c(Cl)c1CN1CCN(C2CCCCC2)C(CCO)C1 (stereo not given)	3	0.98	4	13

item	mIAP inh	hIAP act	hIAP inh	PfG6PD inh
1	-1	1.1	-8	1
2	5	1.1	-6	-2
3	7	0.95	5	4
4	5	1	-2	-3
5	7	0.97	2	11
6	-14	0.77	23	-1
7	0	0.99	1	1
8	2	0.99	1	1

The results go on:
item	compound	A3A deaminase	mIAP activ	HKDC1 inh	ATG4B inhibitor
9	COC(=O)c1ccc(CN2CCC(Oc3ccc(C(=O)N4CCCCC4)cc3)CC2)cc1	-7	0.99	-5	10
10	COc1cc2[nH]c(=S)n(N(C(C)=O)C(C)=O)c(=O)c2cc1OC	2	0.95	14	-1
11	O=C(O)CC(C(=O)Nc1cccc(C(F)(F)F)c1)C1CCCO1 (stereo not given)	-3	0.88	-2	-6
12	CCOc1ccc(CN2CCC(Cc3ccccc3)CC2)cc1	-2	1.1	-5	1
13	COc1ccc2c(c1)cc(C(=O)N[C@H](C(=O)N1CCC(C(=O)O)CC1)C(C)C)n2C	4	1	-1	5
14	Cc1ccc(S(=O)(=O)NC2CC(C)(C)NC(C)(C)C2)cc1C	1	1	0	-5
15	Cc1noc(C(C)C)c1C(=O)Nc1ccc(-c2nnc3n2CCCCC3)cc1	17	1	-3	-18
16	Cc1nn(CCCC(=O)NCc2ccc(F)cc2)c(=O)c2nccn12	-7	0.98	-1	-1

item	mIAP inh	hIAP act	hIAP inh	PfG6PD inh
9	1	1.1	-10	5
10	5	1	-3	16
11	12	0.96	4	-9
12	-6	1.5	-47	-4
13	-1	0.99	1	5
14	0	0.91	10	-1
15	-1	1.1	-12	10
16	2	0.88	12	-15

(cont.)
item	compound	A3A deaminase	mIAP activ	HKDC1 inh	ATG4B inhibitor
17	Cc1ccc(C2=NN(CC(=O)NCCN(C)C)C(=O)CC2)cc1	-1	0.94	-6	6
18	COC(=O)c1ccc(NC(=O)COc2ccc3c(c2)OCO3)cc1	3	0.94	1	4
19	COc1cccc(CN(C)CC(=O)NCc2ccccc2Cl)c1	-1	1.1	-10	22
20	OCCNCc1cc(Br)ccc1OCc1ccccc1Cl	-3	0.93	-6	-4
21	Cc1cc(Nc2ccccc2)nn1C(=O)c1ccc(Cl)cc1	2	0.92	4	-7
22	CNc1snc(C)c1C(=O)OC(C)C(=O)Nc1ccc(F)cc1 (stereo not given)	-1	1.1	-6	-2
23	COc1ccc([C@@H]2CC(=O)c3c(O)cc(O)cc3O2)cc1O	-4	1	-4	-2
24	CCOC(=O)c1c(NC(=O)CSc2nnc(-c3cccc(C)c3)n2CC)sc(C(C)=O)c1C	-1	0.97	3	2

item	mIAP inh	hIAP act	hIAP inh	PfG6PD inh
17	6	1.1	-5	-10
18	6	0.9	10	-8
19	-7	0.98	2	-2
20	7	0.87	13	4
21	8	1	-1	7
22	-14	1	-3	10
23	0	1.1	-7	-20
24	3	0.74	26	10

The list continues:
item	compound	A3A deaminase	mIAP activ	HKDC1 inh	ATG4B inhibitor
25	O=C(Nc1ccc(S(=O)(=O)N2CCCCCC2)cc1)c1ccco1	-8	1.1	4	-12
26	Cc1csc(NC(=O)c2cc3c(C)nn(Cc4ccccc4Cl)c3s2)n1	-1	0.86	-7	66*
27	CCC(=O)Nc1cccc(C2=NOC3(C2)C[C@@H](C(N)=O)N(C(=O)c2ccc(OC)cc2)C3)c1 (stereo not given in full)	-2	1	3	-6
28	Cc1ccc(C2/C(=C(/O)c3ccc(OC(C)C)cc3)C(=O)C(=O)N2CCN2CCOCC2)cc1 (stereo not given)	-3	1.1	-3	-3
29	COC(=O)c1ccc(Oc2coc3cc(OCc4cnn(-c5ccccc5)c4)ccc3c2=O)cc1	-1	0.92	-3	-4
30	COc1ccccc1C(C(=O)NC1CCCC1)N(C(=O)c1csnn1)C1CC1 (stereo not given)	-4	1.1	-2	-1
31	Cc1nc(NC(=O)COC(=O)[C@@H](NC(=O)c2ccco2)C(C)C)c(Cl)cc1Cl	-2	0.9	1	0
32	COc1ccnc2c1c(=O)n(Cc1ccc(F)cc1)c(=O)n2C	-6	0.94	0	2

item	mIAP inh	hIAP act	hIAP inh	PfG6PD inh
25	-14	1	-4	3
26	14	1.1	-9	31
27	0	1	-3	3
28	-5	0.83	17	-34
29	8	1.1	-6	-9
30	-9	1.2	-17	-2
31	10	0.81	19	1
32	6	0.94	6	-12

Quoted at random: five entries already listed, in no set order.
item	compound	A3A deaminase	mIAP activ	HKDC1 inh	ATG4B inhibitor
30	COc1ccccc1C(C(=O)NC1CCCC1)N(C(=O)c1csnn1)C1CC1 (stereo not given)	-4	1.1	-2	-1
25	O=C(Nc1ccc(S(=O)(=O)N2CCCCCC2)cc1)c1ccco1	-8	1.1	4	-12
32	COc1ccnc2c1c(=O)n(Cc1ccc(F)cc1)c(=O)n2C	-6	0.94	0	2
26	Cc1csc(NC(=O)c2cc3c(C)nn(Cc4ccccc4Cl)c3s2)n1	-1	0.86	-7	66*
27	CCC(=O)Nc1cccc(C2=NOC3(C2)C[C@@H](C(N)=O)N(C(=O)c2ccc(OC)cc2)C3)c1 (stereo not given in full)	-2	1	3	-6

item	mIAP inh	hIAP act	hIAP inh	PfG6PD inh
30	-9	1.2	-17	-2
25	-14	1	-4	3
32	6	0.94	6	-12
26	14	1.1	-9	31
27	0	1	-3	3

More results follow.
item	compound	A3A deaminase	mIAP activ	HKDC1 inh	ATG4B inhibitor
33	Cc1cc(C(=O)Nc2ccc(C(=O)O)cc2)c(-c2ccccc2)o1	-3	1.1	-3	-6
34	S=C(Nc1ccccc1)Nc1ccc(OCc2ccccc2)cc1	-3	1.1	0	0
35	c1ccc(Cc2nc3ccccc3o2)cc1	-1	1.1	12	10
36	COc1ccccc1/C=C/CN1CCC(Oc2ccc(C(=O)N3CCCCC3)cc2)CC1	-5	0.93	-6	10
37	O=C(O)COc1ccccc1/C=C1\SC(=O)N(Cc2ccc(F)cc2)C1=O	1	0.97	8	10
38	COCC(=O)N(C)C[C@H]1N[C@@](C)(C(=O)OC)[C@H]2C(=O)N(C)C(=O)[C@@H]12	-5	0.91	2	-3
39	CCOC(=O)C1CCN(CC(C)(C)NS(=O)(=O)c2ccc(Cl)cc2)CC1	0	1	4	1
40	COc1ccc(C(=O)NC(C)c2nnc(SCC(=O)NC3=NCCS3)n2C)cc1 (stereo not given)	6	1	-3	3

item	mIAP inh	hIAP act	hIAP inh	PfG6PD inh
33	-12	1	-2	-22
34	-11	1.1	-12	-10
35	-6	0.88	12	-12
36	7	1.1	-13	7
37	3	1	0	-19
38	10	1	-4	12
39	-1	1.1	-14	-6
40	-4	1	-2	-17

The final 2 entries of the part before lead into the next:
item	compound	A3A deaminase	mIAP activ	HKDC1 inh	ATG4B inhibitor
39	CCOC(=O)C1CCN(CC(C)(C)NS(=O)(=O)c2ccc(Cl)cc2)CC1	0	1	4	1
40	COc1ccc(C(=O)NC(C)c2nnc(SCC(=O)NC3=NCCS3)n2C)cc1 (stereo not given)	6	1	-3	3
41	CCOC(=O)C1=C(C)N(C[C@@H]2CC[C@@H](Cc3ccc4cc(OC)ccc4c3)O2)C(=O)NC1c1ccccc1 (stereo not given in full)	2	1.1	5	-6
42	Cc1ccc(SCc2c(C(=O)N/N=C/c3ccccc3)nnn2-c2nonc2N)cc1	3	0.9	-2	-17
43	CC1CC(C)CN(C(=O)CN2C(=O)NC(C)(C)C2=O)C1 (stereo not given)	-3	0.98	-2	1
44	CC(=O)N1CCN(CC(=O)Nc2ccc([N+](=O)[O-])cc2Br)CC1	4	1.1	3	-13
45	CCN(Cc1cnn(C)c1)C(=O)c1cc(COc2cc(C)c(Cl)c(C)c2)on1	-5	0.96	-1	14
46	CCOc1nc2ccccc2nc1NS(=O)(=O)c1ccccc1	-1	0.94	12	5
47	CCc1cccc(NC(=O)C2CCCN(c3cnccn3)C2)c1 (stereo not given)	-5	1.1	-3	-1
48	Cn1nc(C(=O)Nc2ccc(Cl)c(S(=O)(=O)N3CCOCC3)c2)c2ccccc2c1=O	2	0.9	1	-16
49	COc1cccc(NC(=O)C2CCN(Cc3cnn(-c4ccccc4)c3-n3cccc3)CC2)c1	-3	2.8*	3	-1
50	Cc1cc(N2CCOCC2)nc2ccc(NC(=S)N3CCN(c4ccccc4)CC3)cc12	-1	0.98	9	-7
51	Cc1ccc(N2C(S)=C(C#N)C(=O)NC2c2ccco2)cc1 (stereo not given)	-4	0.96	11	-5

item	mIAP inh	hIAP act	hIAP inh	PfG6PD inh
39	-1	1.1	-14	-6
40	-4	1	-2	-17
41	-10	.	.	15
42	10	0.91	10	2
43	2	1.1	-8	-6
44	-5	1.1	-11	16
45	4	1.2	-17	8
46	6	1.1	-5	-3
47	-6	0.99	1	0
48	10	0.86	14	0
49	-180	1	0	0
50	2	1.1	-10	2
51	4	1.2	-17	24
